# Screening results as filed in PubChem.
# CatB block: inhibitors of human cathepsin B | actives 0.1% (n = 63,000) | purified cathepsin B, fluorogenic substrate, fluorescence | P07858 | inhibition, %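 (tested at 10 µM)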; in the data active = inhibition above about 21%;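 note: 0% = enzyme with no compound and 100% = no enzyme blank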
# AP complement: orthogonal test for alternative complement pathway inhibitors. Human serum alternative complement pathway, LPS-coated ELISA, C3 deposition; tested in compound mixtures. AID 1235. actives 0.08% (n = 62,000). inhibition, % at 5 µM;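 active = inhibition above 30% in each of the two pooled mixtures holding the compound, so the lower value exceeds 30%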;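 note: 0% = serum in Mg-EGTA without compound and 100% = EDTA serum blank; some compounds past the cut are filed as inactive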
#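 Test system: human serum complement alternative pathway, C3 deposition onto LPS / Medium: Mg2+-EGTA GVB++ buffer containing human serum at 1:15 dilution / Probe or stimulus: Plate-bound LPS / Times: 1 h at 37 °C / Signal: ELISA with HRP anti-human C3 antibody, TMB substrate, absorbance 450 nm / Measure: percent inhibition / Repeats: two pool placements per compound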
# FXIa inh mix: factor XIa (human) inhibition, mixture screen. P03951. purified FXIa, fluorogenic substrate, pooled mixtures. inhibition, % at 5 µM. actives 0.19% (n = 62,000). AID 680;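 note: each value is inhibition by a whole ten-compound pool holding the compound; 0% = enzyme with no mixture and 100% = wells lacking enzyme; strong numbers were not always called active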
# Target sequence (P03951 19-387 limits assumed): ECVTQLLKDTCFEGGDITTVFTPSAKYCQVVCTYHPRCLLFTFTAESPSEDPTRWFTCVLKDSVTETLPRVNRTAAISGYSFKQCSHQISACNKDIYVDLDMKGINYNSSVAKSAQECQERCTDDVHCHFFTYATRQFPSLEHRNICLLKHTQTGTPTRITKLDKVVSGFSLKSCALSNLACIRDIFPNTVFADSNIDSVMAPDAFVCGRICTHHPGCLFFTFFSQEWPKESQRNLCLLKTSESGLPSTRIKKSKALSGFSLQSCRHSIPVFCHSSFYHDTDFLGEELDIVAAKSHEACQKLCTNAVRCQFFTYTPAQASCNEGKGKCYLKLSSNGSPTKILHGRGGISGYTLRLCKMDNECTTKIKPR
# Target sequence (P03951 388-625 limits assumed): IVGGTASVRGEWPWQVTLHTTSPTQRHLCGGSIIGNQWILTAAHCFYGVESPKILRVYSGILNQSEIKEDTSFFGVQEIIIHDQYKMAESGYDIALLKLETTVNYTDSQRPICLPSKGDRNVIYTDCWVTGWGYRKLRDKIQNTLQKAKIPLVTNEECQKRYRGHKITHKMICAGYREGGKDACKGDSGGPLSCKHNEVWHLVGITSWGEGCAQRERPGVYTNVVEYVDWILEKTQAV
# CatL block: blocks human cathepsin L protease activity; purified cathepsin L, fluorogenic substrate, fluorescence; actives 0.17% (n = 58,000); P07711; inhibition, %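 (tested at 10 µM)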; in the data active = inhibition above about 45%;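 note: 0% = enzyme with no compound and 100% = no enzyme blank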
# FXIIa mix inh: blocks human factor XIIa in pooled compound mixtures | purified FXIIa, fluorogenic substrate | inhibition, % at 5 µM | actives 0.2% (n = 62,000);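 note: 0% = enzyme without compound and 100% = no enzyme blank; some results filed as inactive read as strong as hits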
# CatS inh: human cathepsin S inhibition | actives 0.06% (n = 62,000) | AID 501 | P25774 | recombinant cathepsin S, AMC dipeptide fluorescence, pooled mixtures | inhibition, %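 (tested at 5 µM per compound within 10-compound mixtures)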; in the data active = inhibition above about 32%, passing the limit was not always enough;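 note: 0% = enzyme without compound and 100% = blank without enzyme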
# Target sequence (P25774 115-331 limits assumed): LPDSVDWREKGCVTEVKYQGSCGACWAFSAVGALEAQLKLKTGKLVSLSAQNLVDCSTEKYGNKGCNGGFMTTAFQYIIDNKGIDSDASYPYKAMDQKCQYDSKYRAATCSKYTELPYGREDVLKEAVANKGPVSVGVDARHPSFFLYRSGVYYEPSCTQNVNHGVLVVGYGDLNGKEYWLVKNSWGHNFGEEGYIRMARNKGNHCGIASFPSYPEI
# CatG inh: inhibitors of human cathepsin G; P08311; inhibition, % at 5 µM (by protocol); actives 0.2% (n = 62,000); purified enzyme, AMC-tetrapeptide fluorescence, pooled mixtures;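 active = inhibition above 20% in each of the two mixture wells holding the compound; inactive = inhibition of 20% or less in either well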;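 note: 0% = enzyme control without mixture and 100% = blank lacking enzyme; strong numbers were not always called active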
# Target sequence (P08311 21-244 limits assumed): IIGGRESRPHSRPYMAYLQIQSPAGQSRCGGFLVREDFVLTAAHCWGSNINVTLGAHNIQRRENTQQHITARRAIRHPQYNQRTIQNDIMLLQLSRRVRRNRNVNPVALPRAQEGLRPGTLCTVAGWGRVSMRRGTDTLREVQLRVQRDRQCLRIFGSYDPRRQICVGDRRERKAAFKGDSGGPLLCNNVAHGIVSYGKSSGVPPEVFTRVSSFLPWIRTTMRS
# C1s block: human complement C1s inhibition; actives 0.16% (n = 62,000); mean inhibition % of two 10-compound mixtures (hits give high values), % at 5 µM (by protocol); purified C1s, fluorogenic AMC substrate, pooled mixtures; P09871;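 active = inhibition above 20% in each of the two 10-compound mixture wells holding the compound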;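 note: 0% = enzyme wells lacking compound mixture and 100% = no-enzyme blank wells; some compounds called inactive have numbers as strong as hits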
# CatB mixtures: human cathepsin B inhibition by mixtures. actives 0.06% (n = 62,000). AID 488. P07858. Purified cathepsin B, AMC dipeptide fluorescence, compound mixtures. inhibition, %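 (ten-compound pools at 5 µM per compound and 50 µM total)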; in the data active = inhibition above about 22%, passing the limit was not always enough;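 note: 0% = enzyme without compound and 100% = no enzyme blank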
# The depositor's hits bear a star; . = no result given. Cut-off read from the data, not from the text of the source, unless noted: active = inhibition above about 20% (passing the limit was not always enough); inactive = the rest. These rows are one share of the data; count on the stated rates, not on these rows.
SMILES,CatB block,AP complement,FXIa inh mix,CatL block,FXIIa mix inh,CatS inh,CatG inh,C1s block,CatB mixtures
C=CCSc1nnc2c(n1)OC(c1cccnc1)N(C(C)=O)c1ccccc1-2 (centres undefined),1,-13,-4,9,0,-1,-8,-32,-4
O=C(Oc1cccc2cccnc12)c1cccc(-n2cnnn2)c1,-4,1,2,3,0,-31,3,-3,8
CCc1cc2c(NCC3CCCO3)ncnc2s1 (centres undefined),2,10,-1,.,5,-4,7,0,5
COc1ccc(-n2cnnc2SCC(=O)c2cc(C)n(Cc3cccs3)c2C)cc1,4,8,2,5,12,6,7,0,5
CCc1ccc(-c2nc(CS(=O)CC(=O)NCc3cccnc3)c(C)o2)cc1 (centres undefined),3,9,8,10,11,5,0,-16,-1
CCN1C(=O)C(O)(CC(=O)c2ccc(-n3cccc3)cc2)c2ccccc21 (centres undefined),0,11,4,3,1,-1,12,16,6
COc1ccc(Cn2nnnc2C(c2ccc(N(C)C)cc2)N2CCC(C)CC2)cc1 (centres undefined),2,-6,2,14,5,13,12,4,-5
Cc1cc(C)nc(N2CCCC(C(=O)Nc3ccc4c(c3)OCO4)C2)n1 (centres undefined),3,0,-1,2,7,10,-7,-4,4
COc1cccc(-c2csc(N3CCN(Cc4ccccc4)CC3)n2)c1,0,19,7,-8,2,-10,8,22,14
CC(=O)c1ccc(NC(=O)Cn2nc(C)cc2C)cc1,0,13,-1,10,4,5,10,11,5
CSc1ccc(S(=O)(=O)N2CCCC2)cc1,0,16,6,-4,-16,-30,8,13,2
O=C(CN1C(=O)c2ccccc2S1(=O)=O)N1CCc2ccccc2C1,-1,16,5,-5,1,-3,8,14,1
CCc1c(C)nc2c(C#N)c(C)[nH]n2c1=O,4,-1,11,9,12,0,9,17,-1
Cn1cnc2c1c(=O)n(Cc1ccc(F)cc1Cl)c(=O)n2C,7,2,10,9,4,19,14,11,7
CC(Sc1nc(N2CCOCC2)nc(N2CCOCC2)n1)C(=O)Nc1ccccc1 (centres undefined),5,10,7,9,3,13,10,8,3
O=C(O)C1C(c2ccccc2)C(C(=O)OCCCO)C1c1ccccc1 (centres undefined),-1,12,6,1,4,2,2,1,6
CN(C)c1ccc(CN(C(=O)COc2ccc(F)cc2)C2CCS(=O)(=O)C2)cc1 (centres undefined),6,9,2,10,6,4,11,9,3
O=c1c(-c2ccc3c(c2)OCCO3)coc2cc(O)cc(O)c12,6,4,8,8,1,0,4,5,3
CC(=O)c1ccc(NC2c3ncccc3C(=O)N2Cc2ccc(F)cc2)cc1 (centres undefined),4,-8,-8,19,11,1,-14,-49,-2
ON1C(c2ccccc2)CC2(O)c3nonc3CCC12 (centres undefined),2,3,7,8,0,23,11,13,2
Cc1cccc(NC(=O)C23CCC(C)(/C(=N/O)C2)C3(C)C)c1 (centres undefined),0,12,-1,13,4,9,11,0,-9
C=CCn1c(COc2ccccc2)nnc1SCC(=O)O,-3,8,4,5,4,-3,-2,-1,2
O=C(CN1CCN(S(=O)(=O)c2ccc(Cl)cc2)CC1)Nc1ccc(F)cc1F,2,-2,-7,11,-6,9,8,9,-2
O=C(Nc1nc2ccccc2n1CCN1CCOCC1)c1cn(-c2ccccc2)nc1-c1ccccc1,-2,12,1,-5,6,5,10,18,6
CC(=O)Nc1ccc(N/C=C/C(=O)c2ccco2)cc1,1,7,16,7,0,11,1,1,5
CC(C)C[C@H](NC(=O)Nc1cccc(C(F)(F)F)c1)C(=O)O,3,-3,4,0,1,2,-1,0,3
CCOc1ccc(CNC(=O)C2CC(=O)N(C3CCCC3)C2)cc1OC (centres undefined),2,18,3,1,5,-2,7,2,2
COc1ccc(-c2noc(C3CCCN(C(=O)c4cccs4)C3)n2)cc1 (centres undefined),8,12,4,3,7,11,-1,-8,22
CCOc1ccc(C(=S)N2CCOCC2)cc1,4,-4,3,.,3,5,-2,-7,7
Cc1cc(O)c(C=Nc2cccc(Cl)c2)c(=O)o1,3,16,8,.,8,-1,8,12,2

# Reformatted with values under each structure: entries from further up
# Values in the order – CatB block	AP complement	FXIa inh mix	CatL block	FXIIa mix inh	CatS inh	CatG inh	C1s block	CatB mixtures
CN(C)c1ccc(CN(C(=O)COc2ccc(F)cc2)C2CCS(=O)(=O)C2)cc1 (centres undefined)
    6	9	2	10	6	4	11	9	3
O=c1c(-c2ccc3c(c2)OCCO3)coc2cc(O)cc(O)c12
    6	4	8	8	1	0	4	5	3

# Single entries from the entries so far:
# In AP complement, O=C(O)C1C(c2ccccc2)C(C(=O)OCCCO)C1c1ccccc1 (centres undefined) is listed with 12
# In CatB block, CN(C)c1ccc(CN(C(=O)COc2ccc(F)cc2)C2CCS(=O)(=O)C2)cc1 (centres undefined) is listed with 6

# (continued)
SMILES,CatB block,AP complement,FXIa inh mix,CatL block,FXIIa mix inh,CatS inh,CatG inh,C1s block,CatB mixtures
CCCN1C(=O)SC(CC(=O)Nc2ccc(Br)cc2)C1=O (centres undefined),6,14,1,-6,6,-8,-6,-9,4
Cc1cc(SCC(=O)OCC(=O)N2CCN(C(=O)c3ccco3)CC2)c(C)cc1Br,1,4,-7,0,17,0,-3,-27,-2
CCn1c(SCC(=O)Nc2cc(C)on2)nc2sc3c(c2c1=O)CCCC3,3,-2,1,13,6,7,12,16,3
Cc1cc(NO)nc(-c2ccc(Br)cc2)n1,.,-3,5,9,12,12,8,6,3
COc1cccc(-n2c(COc3ccc(C)cc3)nnc2SCC(=O)O)c1,1,13,0,-5,5,-13,4,-17,-2
Cc1ccccc1NC(=O)CSc1nc(Nc2ccccc2)nc(N2CCOCC2)n1,1,27,5,-1,-18,5,2,2,-2
c1ccc(CNC2=NCCCC2)cc1,-3,12,9,3,-1,-4,1,0,6
CC1(C)CC(=O)C=C(NC2CCS(=O)(=O)C2)C1 (centres undefined),2,10,7,5,8,6,5,-4,-2
CCOC(=O)N1CCN(C(=O)CSc2nnc(-c3cc(OC)ccc3OC)o2)CC1,3,27,0,-2,-15,3,5,-5,7
Cc1[nH]c(=O)[nH]c(=O)c1CSc1nnc([C@@H](NC(=O)OC(C)(C)C)C(C)C)o1,-1,0,2,-2,-19,0,10,3,-4
CCCCCCC(=O)c1c(C)[nH]c(C(=O)OCC)c1C,5,10,5,7,4,-5,14,15,2
Cc1cc(=O)oc2cc(OCC(=O)OCc3nnc(-c4ccccc4)o3)ccc12,1,15,8,-6,-18,-2,1,0,5
Cc1nc2ccccc2n2c(O)c(CC(=O)O)cc12,7,11,-1,3,4,0,8,1,1
CC(C)C(=O)Nc1cc(C(F)(F)F)ccc1N1CCOCC1,1,27,8,-1,7,-3,7,-6,6
CCn1cnc2cc(NCc3cccc(OC)c3O)ccc21,0,-2,0,4,-2,0,10,3,6
COc1ccc(C(=O)N2CCN(S(=O)(=O)N3CCOCC3)CC2)cc1OC,-5,8,13,33,-4,15,0,-25,8
Cc1ccc2[nH]c(=O)c(CN(CCN3CCOCC3)C(=O)Nc3ccc(F)cc3)cc2c1,4,11,5,-3,-19,6,15,21,5
Cc1ccc2nsnc2c1NS(=O)(=O)c1c(C)ccc2nsnc12,-1,-11,7,-2,6,-3,1,0,-2
CCCn1c(SCC(=O)Nc2ccccc2C(=O)OCC)nc2c1c(=O)n(C)c(=O)n2C,4,3,2,5,10,-2,0,7,3
O=C(NCc1ccc2c(c1)OCO2)c1cc2n(n1)C(C(F)(F)F)CC(c1ccc3c(c1)OCO3)N2 (centres undefined),0,1,13,10,2,1,10,-9,6
CCS(=O)(=O)N1CCC(C(=O)NCCCN2CCC(Cc3ccccc3)CC2)CC1,6,3,-2,10,1,10,9,-2,0
O=C(CNCC1CCCO1)Nc1ccccc1N1CCOCC1 (centres undefined),6,11,9,13,0,9,10,9,4
C/C=C(\C)CN1CCc2cc(OC)c(OC)cc2C1,-5,16,-5,5,5,5,-9,-14,4
CCOc1ccc(/C(O)=C2\C(=O)C(=O)N(CCN(C)C)C2c2cccc(OC)c2OC)cc1Cl (centres undefined),-3,20,-1,4,0,-2,6,-12,-1
COC(=O)C1CCN(c2cc(=O)n(C3CCCCC3)c(=O)[nH]2)CC1,3,2,4,8,-23,7,16,18,-2
Cc1ccc(-c2nn3c(C)nnc3s2)cc1N,1,6,4,9,8,5,17,16,4
Cc1ccc(C(O)CN2C3=NCCN3c3ccccc32)cc1 (centres undefined),3,6,3,2,1,-1,11,0,6
CCn1c(=O)cc(N2CCCCC2)[nH]c1=O,-1,4,-10,11,9,1,6,4,0
COc1ccc(N=C2SC(C(=O)O)CC(=O)N2Cc2ccc(OC)c(OC)c2)cc1 (centres undefined),5,7,9,0,27,3,1,1,-1
CCCCS(=O)(=O)/C=C\C1C2C=CC(C2)C1S(=O)(=O)CCCC (centres undefined),6,8,7,10,6,10,-5,-6,8
O=C(O)CSC1=NCCN1,4,7,-4,9,-19,7,5,-26,2
Cc1[nH]c2ccccc2c1C(=O)CN1CCCCC1CCO (centres undefined),4,4,-6,37,3,16,12,2,-3
Cn1c(=O)c2c(nc(SCC(=O)OCc3ccccc3)n2C)n(C)c1=O,2,7,4,5,5,-1,8,10,4
Cc1cc(N(C)C)c(C#N)c(NCc2ccccc2)n1,0,5,5,6,5,-1,8,-10,3
CC(C)=C1SC(N2CCN(Cc3ccccc3)CC2)=NC1=O,4,3,-9,1,2,5,-11,-71,-3
O=C(CCNS(=O)(=O)c1ccc(Cl)cc1)NCc1cccnc1,-1,0,2,.,4,2,-11,-10,-3
COC(=O)c1ccccc1NC(=O)c1cc2sccc2n1C,1,29,-3,-1,3,8,31*,-5,-4
Nc1nc2n(n1)C(c1cccc(Cl)c1)CC(c1ccc(F)cc1)N2 (centres undefined),0,12,6,9,11,-9,9,9,4
COc1ccc(N(CC(=O)Nc2cccc(SC)c2)S(C)(=O)=O)cc1,1,9,-6,0,5,-6,-10,-58,-3
Cc1cc2cc(CCNC(=O)CC(C)C)c(=O)[nH]c2cc1C,3,-20,1,29,3,19,-9,-15,3
CNS(=O)(=O)c1cc(OC)ccc1OC,3,-1,5,13,8,7,5,5,-3
O=C(CC(NS(=O)(=O)c1ccc(Cl)cc1)c1ccco1)NCc1cccnc1 (centres undefined),2,5,11,5,3,-2,1,3,0
CNc1nnc(-c2ccncc2)s1,1,1,-2,-17,1,3,5,-14,2
O=C(N1CCOCC1)N1CCCN(C(=O)N2CCOCC2)CC1,4,10,-9,6,3,-3,2,-33,-3
CCOC(=O)CN1C(=O)COc2ccc(Cl)cc21,4,0,1,15,11,-2,9,11,1
CCOC(=O)c1nn(-c2c(C)n(C)n(-c3ccccc3)c2=O)cc1O,6,8,-11,-8,0,-8,0,-72,0
COC(=O)c1c(C(=O)OC)c(C)n(Cc2cccnc2)c1C,-1,11,-2,11,1,1,-2,-31,4
O=C(NCCCN1CCCCCC1)c1ccc(CS(=O)(=O)Cc2ccccc2F)o1,6,1,9,60*,8,2,10,-3,6
O=C(CN1CCCc2ccccc21)NCc1ccc2c(c1)OCO2,3,-1,1,6,3,9,-3,-4,2
Cc1c(NC(=O)CN2CCN(C(c3ccccc3)c3ccccc3)CC2)c(=O)n(-c2ccccc2)n1C,1,10,-7,.,4,8,-2,-35,-6
Cc1ccc(S(=O)(=O)N2CCCC2C(=O)NCc2ccco2)cc1 (centres undefined),8,9,3,1,0,13,-2,-13,5
CCC(C)NC(=O)CC1Oc2ccc(C)cc2NC1=O (centres undefined),2,-4,2,-25,-7,-4,8,-11,3
